# Screening data: PubChem BioAssay, several laboratories
# STAT3 activator = activators of IL-6 induced STAT3 signaling | U3A cells, IL-6 STAT3-luciferase reporter, luminescence; 100% = signal with IL-6 EC80 alone | activation (% of control), % at 5.6 µM | hit rate 0.91% among 190,000;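 active = activation above the screen-wide mean of compound activation plus 3 SD, cut at about 130% in these data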;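 note: 0% = background luminescence of wells with medium and substrate only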
#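 Material: human U3A cells carrying STAT3-luciferase construct. Measured by: reporter luminescence signal. Timing: compound 1 h, then IL-6 6 h at 37 °C.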
# STAT3 inh = STAT3 signaling inhibition; inhibition, % at 5.5 µM; AID 862; hit rate 0.89% among 190,000; U3A cells, IL-6 STAT3-luciferase reporter, luminescence; host cell line lacks STAT1;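 active = inhibition above the mean inhibition across all screened compounds plus 3 SD, cut at about 44% in these data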;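 note: 0% = DMSO only wells and 100% = 100 µM nifuroxazide control wells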
# STAT1 activator = increases IFN-gamma driven STAT1 reporter signal; activation (% of control), % at 5.5 µM; hit rate 2.6% among 200,000; NIH 3T3 STAT1-luciferase reporter, luminescence; 100% = IFN-gamma alone, no compound; AID 932;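 active = activation above the screen-wide mean activation plus 3 SD, cut at about 130% in these data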;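 note: raw ratio to IFN-gamma control signal so 100% means no change and 0% no light; values of inactives mirror those of a sister screen read the other way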
# APP 5'UTR act = activates APP 5'UTR luciferase reporter; SH-SY5Y APP 5'UTR luciferase reporter, luminescence; zero percent = DMSO vehicle wells; hit rate 1% among 190,000; activation, % at 2 µM;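 active = activation above a set limit, based on mean plus 3 SD of controls, cut at about 140% in these data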; note: values of inactives mirror those of a sister screen read the other way
# Hsp70 activator = Hsp70 transcriptional activation, primary screen | activation, % at 10 µM | HeLa Hsp70 promoter luciferase reporter, luminescence; scaled: vehicle 0, proteasome-inhibitor control 100% | hit rate 0.04% among 200,000;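 active = activation above the mean across all tested compounds plus 3 SD, cutoff set per campaign, cut at about 5.5% in these data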;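 note: 100% = MG132 at 30 µM as the positive control and 0% = DMSO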
# DTT redox prof = compounds producing H2O2 with reducing agent – biochemical, NIH compound library profiling, artefact control for MLSCN library redox annotation, primary screen. AID 878. DTT-dependent redox cycling H2O2, phenol red/HRP absorbance; 100% = 100 µM peroxide control, 0% = buffer. activation, % at 10 µM. hit rate 0.03% among 200,000;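 active = activation of at least 50% relative to the plate's high and low controls in the primary single-dose screen; inactive = activation below 50%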;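 note: compound incubated with DTT at 0.8 mM final as the reducing agent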
# TLR4-MyD88 BLA = inhibitors of human TLR4-MyD88 binding; O00206+Q99836; HeLa CL3-4 TLR4/MyD88 BLA complementation, FRET ratio; inhibition, % at 8.4 µM; hit rate 0.18% among 200,000; in the data active = inhibition above about 25%;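 note: 0% = vehicle and 100% = reference inhibitor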
# Target sequence (O00206 whole entry, looked up): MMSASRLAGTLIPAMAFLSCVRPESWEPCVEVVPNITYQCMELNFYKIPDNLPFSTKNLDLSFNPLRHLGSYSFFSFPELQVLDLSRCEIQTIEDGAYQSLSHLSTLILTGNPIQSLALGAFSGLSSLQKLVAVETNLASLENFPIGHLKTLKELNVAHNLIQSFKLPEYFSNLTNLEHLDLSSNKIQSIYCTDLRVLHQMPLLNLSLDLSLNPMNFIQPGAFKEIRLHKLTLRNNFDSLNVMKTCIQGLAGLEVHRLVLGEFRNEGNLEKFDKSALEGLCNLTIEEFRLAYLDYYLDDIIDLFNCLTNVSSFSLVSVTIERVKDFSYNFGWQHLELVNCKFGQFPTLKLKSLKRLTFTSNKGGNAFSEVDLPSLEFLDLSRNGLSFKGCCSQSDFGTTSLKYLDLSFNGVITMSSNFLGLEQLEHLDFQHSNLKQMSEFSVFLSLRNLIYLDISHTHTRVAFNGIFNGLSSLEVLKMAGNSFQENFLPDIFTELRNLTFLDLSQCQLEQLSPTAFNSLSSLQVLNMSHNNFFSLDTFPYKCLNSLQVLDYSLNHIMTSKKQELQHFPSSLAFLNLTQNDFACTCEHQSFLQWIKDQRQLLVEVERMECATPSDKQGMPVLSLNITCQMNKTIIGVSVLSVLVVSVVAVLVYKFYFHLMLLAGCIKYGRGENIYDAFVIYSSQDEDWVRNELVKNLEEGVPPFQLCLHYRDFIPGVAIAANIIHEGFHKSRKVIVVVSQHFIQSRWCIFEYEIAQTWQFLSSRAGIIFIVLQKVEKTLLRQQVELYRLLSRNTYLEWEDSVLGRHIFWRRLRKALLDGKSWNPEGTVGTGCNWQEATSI
# Target sequence (Q99836 whole entry, looked up): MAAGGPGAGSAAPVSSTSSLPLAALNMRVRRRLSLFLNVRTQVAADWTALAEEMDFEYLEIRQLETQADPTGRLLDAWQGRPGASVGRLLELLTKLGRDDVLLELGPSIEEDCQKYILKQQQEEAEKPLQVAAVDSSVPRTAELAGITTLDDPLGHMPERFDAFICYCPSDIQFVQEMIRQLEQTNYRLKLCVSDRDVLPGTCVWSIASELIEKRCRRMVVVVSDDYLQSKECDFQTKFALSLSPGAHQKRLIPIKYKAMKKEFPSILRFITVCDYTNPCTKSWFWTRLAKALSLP
# NF-kB neuron act = raises NF-kB expression in human neuronal cells; NF-kB reporter expression; hits give high values; fold change at 12.5 µM; hit rate 1.6% among 190,000; AID 1239; in the data active = fold change above about 3.3
# STAT1 inh = STAT1 signaling inhibition; NIH 3T3 STAT1-luciferase reporter, IFN-gamma, luminescence; inhibition, % at 5.5 µM; hit rate 0.35% among 200,000; AID 920;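 active = inhibition above a set limit, the mean inhibition across all tested compounds plus 3 SD, cut at about 34% in these data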;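 note: 0% = IFN-gamma with DMSO and 100% = IFN-gamma with 300 µM nifuroxazide; values of inactives mirror those of a sister screen read the other way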
# Efa HMGR inh = E. faecalis class II HMG-CoA reductase inhibition. purified E. faecalis HMGR, NADPH absorbance 340 nm kinetic. inhibition, % at 10 µM. hit rate 0.41% among 190,000;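 active = inhibition above a set limit, the median over all tested compounds plus 3 SD, cut at about 9.5% in these data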;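 note: enzyme runs in reverse so mevalonate oxidation gives rising NADPH absorbance; 0% = complete reaction with DMSO and 100% = background rate lacking mevalonate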
# * hit, by the source's call.
SMILES,STAT3 activator,STAT3 inh,STAT1 activator,APP 5'UTR act,Hsp70 activator,DTT redox prof,TLR4-MyD88 BLA,NF-kB neuron act,STAT1 inh,Efa HMGR inh
COc1ccccc1CCNC(=O)CCSc1nc(-c2ccco2)cc(C(F)(F)F)n1,99,4,104,13,-0.3,0.9,-7,0.63,-2,-2
CCN1CCN(c2nc(-c3ccccc3)nc3ccccc23)CC1,104,-2,98,-16,-0.2,0.3,-16,0.93,2,-3
O=C1Oc2ccccc2C(=O)/C1=C/N1CCN(c2ccccc2F)CC1,99,2,105,13,0.0,-0.5,-15,0.88,-5,0
O=C(NCCCn1ccnc1)c1cccc(S(=O)(=O)N2CCCCCC2)c1,90,16,89,2,0.1,-0.1,-1,0.69,12,1
CC[C@H](C)[C@@H]1NC(=O)c2cc([N+](=O)[O-])cc(F)c2NCCCC[C@@H](C(N)=O)NC(=O)[C@H](CCCCN)NC1=O,106,-10,104,12,-0.2,0.1,-2,1.1,-5,0
C#CCOCCOCCOCCNc1nc(N2CCN(C(=O)[C@H]([C@@H](C)O)n3cc(CCCCN)nn3)CC2)nc(N2CCN(C(=O)[C@H]([C@@H](C)CC)n3cc(CCCN=C(N)N)nn3)CC2)n1,98,-1,101,-5,-0.3,-0.2,-9,1.2,-1,-11
O=C(c1cnn2ccccc12)N1CCCc2ccccc21,98,11,105,3,-0.1,-2.1,3,1,-5,-4
COc1cc(/C=N\NC(=O)c2ccc(C)nc2)ccc1OC(=O)c1ccco1,97,3,102,-6,0.2,-0.4,9,1.2,-3,1
Cn1c(CN2CCN(c3ccc(Cl)cc3)CC2)nc2ccccc21,108,-8,108,3,0.0,-1.4,-18,1.2,-9,-2
Clc1ccc(Cn2ncc3c(N4CCCC4)ncnc32)cc1,85,20,96,15,0.1,-0.5,-8,0.6,3,-4
Cn1c2ccccc2c2c(C(=O)NCCCN3CCCC3=O)cn(C3CCCCC3)c(=O)c21,101,-1,91,-2,-0.3,0.6,2,1,8,-2
CC1=C(C(=O)Nc2ccc(F)cc2)C(c2cccc(C)c2)n2nc(CCCO)nc2N1 (configuration not stated),100,-1,100,15,0.1,-0.2,4,0.9,-3,-7
Cc1c(-c2ccccc2)nc(-c2ccccc2)[nH]c1=O,96,8,94,10,-0.1,0.0,-7,1.1,6,2
COc1ccc(C(=O)Nc2ccc(O)cc2C(=O)O)cc1,108,1,79,-19,0.5,-0.5,-5,1,23,-4
O=C(COC(=O)[C@H](Cc1c[nH]c2ccccc12)NC(=O)c1ccc(Cl)cc1)Nc1ccc2c(c1)OCO2,105,1,102,4,-0.4,0.4,-4,1.2,-3,-2
Cc1ccc(OCCOC(=O)CCc2nc3ccccc3c(=O)[nH]2)cc1,106,0,98,16,-0.1,-0.1,-3,1.1,1,-3
c1cncc(-c2nnc3n2N=C(c2cccs2)CS3)c1,94,11,95,0,0.1,1.5,15,0.9,6,-1
COc1ccc(NC(=O)c2ocnc2C)cc1OC,97,8,95,-1,-0.1,0.3,-9,1.3,5,-2
Cc1ccccc1NC(=O)CSc1nc2ccccc2c2nc(CCn3cncc3C)nn12,99,-1,100,-7,-0.1,-0.4,0,0.68,-1,1
COc1ccc(C2=CC(=O)N(Nc3ccccc3)C2=O)cc1,103,-1,106,-1,-0.1,-0.4,5,1.2,-7,-3

# Gathered by group, those above containing an aryl thioether with sulfur outside any ring
SMILES,STAT3 activator,STAT3 inh,STAT1 activator,APP 5'UTR act,Hsp70 activator,DTT redox prof,TLR4-MyD88 BLA,NF-kB neuron act,STAT1 inh,Efa HMGR inh
COc1ccccc1CCNC(=O)CCSc1nc(-c2ccco2)cc(C(F)(F)F)n1,99,4,104,13,-0.3,0.9,-7,0.63,-2,-2
Cc1ccccc1NC(=O)CSc1nc2ccccc2c2nc(CCn3cncc3C)nn12,99,-1,100,-7,-0.1,-0.4,0,0.68,-1,1

# Later entries
SMILES,STAT3 activator,STAT3 inh,STAT1 activator,APP 5'UTR act,Hsp70 activator,DTT redox prof,TLR4-MyD88 BLA,NF-kB neuron act,STAT1 inh,Efa HMGR inh
O=C(c1ccc(CNS(=O)(=O)c2ccccc2)cc1)N1CCN(c2ccccn2)CC1,94,15,97,9,-0.1,0.0,1,0.72,4,-7
Cc1cccc(C)c1N=Cc1c(O)n(-c2nccs2)c(=O)c2ccccc12,91,7,109,-19,-0.5,0.7,-8,0.81,-10,0
O=C(/C=C/c1ccc(F)cc1)NC(=S)Nc1ccccc1C(=O)NC1CCCCC1,98,4,97,-4,-0.2,-4.4,-1,2.4,3,5
CC(Sc1nc2ccccc2c(=O)n1Cc1ccco1)C(=O)c1ccccc1 (configuration not stated),106,-1,99,-21,-0.2,-0.2,-8,0.93,0,-5
Cc1ccc2[nH]c(C)c(CCNC(=O)c3cc4cc([N+](=O)[O-])ccc4oc3=O)c2c1,100,3,106,17,-0.3,0.0,2,2,-6,-2
CCN(CC)C(=O)CN(C#N)c1nc(Cl)nc(N(C)C)n1,104,-1,82,-3,-0.4,-0.2,23,1.1,17,2
C[C@@H]1NC(=O)c2cc([N+](=O)[O-])cc(F)c2NCCC[C@@H](C(N)=O)NC(=O)[C@H](CC(N)=O)NC1=O,98,0,104,5,-0.2,0.6,-9,1.1,-4,-5
CCn1c(C)nc2cc(C(=O)N/N=C(\C)c3ccccc3O)ccc21,93,16,137*,56,0.0,-0.4,-19,1.4,-43,-5
CCCC(=O)Nc1cc(C)c(NC(=O)C23CC4CC(CC(C4)C2)C3)cn1,106,-4,101,-1,-0.5,-6.0,10,0.85,-1,-4
COc1cccc2cc(C(=O)N(Cc3cccs3)CC3CCCO3)c(=O)oc12 (configuration not stated),97,12,99,-2,-0.2,-0.1,3,0.96,-1,4
CCOC(=O)c1sc(Nc2ccc(C)cc2C)nc1C,107,-7,108,-26,-0.3,-2.5,0,1.1,-8,-3
Cc1ccc(CNC(=O)C2CCCN(C(=O)N(C)C)C2)cc1 (configuration not stated),97,1,91,5,-0.2,0.2,-9,1.2,9,1
CN(C)CCN(C(=O)c1ccc(Br)s1)c1nc2cc3c(cc2s1)OCCO3,98,10,120,22,0.1,0.8,8,1,-23,-5
COc1cc(NS(=O)(=O)c2ccc(NC(=S)NC(=O)c3sc4ccccc4c3Cl)cc2)nc(OC)n1,106,-5,93,-5,-0.1,0.6,5,1.1,8,0
O=C1c2ccccc2C(=O)N1CCCCSc1nc2ccccc2c(=O)n1CCCN1CCOCC1,108,-6,94,8,-0.1,-1.9,10,0.43,7,2
COc1ccc(-c2nc(C#N)c(NC(C)C)o2)cc1,94,11,109,46,-0.3,1.1,-5,1.9,-10,-10
CC(=O)Nc1ccc(NC(=O)C2CC(=O)N=C(N)S2)cc1 (configuration not stated),95,3,95,2,-0.1,0.2,7,1.2,5,-4
CC1c2nc3ccccc3n2C(CC(=O)NC2CC2)C(=O)N1Cc1ccccc1 (configuration not stated),107,-6,99,3,0.2,-0.4,0,1.3,-1,0
COc1cc(Nc2nc(-c3ccccc3)c3cc(C)ccc3n2)cc(OC)c1OC,92,17,100,10,-0.5,-0.8,10,0.63,-1,-4
O=C1CCCC2=C1C(c1ccccn1)Nc1ccc(C(=O)c3ccccc3)cc1N2 (configuration not stated),98,0,96,4,0.0,-1.3,-10,1.3,5,-3

# Brought forward from above: two compounds, then new ones.
SMILES,STAT3 activator,STAT3 inh,STAT1 activator,APP 5'UTR act,Hsp70 activator,DTT redox prof,TLR4-MyD88 BLA,NF-kB neuron act,STAT1 inh,Efa HMGR inh
COc1cc(Nc2nc(-c3ccccc3)c3cc(C)ccc3n2)cc(OC)c1OC,92,17,100,10,-0.5,-0.8,10,0.63,-1,-4
O=C1CCCC2=C1C(c1ccccn1)Nc1ccc(C(=O)c3ccccc3)cc1N2 (configuration not stated),98,0,96,4,0.0,-1.3,-10,1.3,5,-3
O=C(Cc1coc(-c2ccc(F)cc2)n1)N1CCOCC1,99,5,93,-7,-0.3,-0.7,-9,1,6,-3
CCOC(=O)C1CCN(C(=O)c2ccc(OCC)c(OCC)c2)CC1,105,1,103,0,-0.2,2.5,16,1.3,-3,-6
COc1ccc(-c2cc(-c3n[nH]c(=S)n3-c3cccc4ccccc34)[nH]n2)cc1,107,-9,99,0,-0.2,2.1,-11,1.1,1,-7
CC1CN(CC(=O)Nc2ccccc2Sc2ccccc2)CC(C)O1 (configuration not stated),101,1,102,4,-0.5,0.3,-4,0.88,-2,-9
Cc1onc(C(=O)NC(C)c2ccccc2)c1[N+](=O)[O-] (configuration not stated),108,-1,85,8,0.3,-0.5,-1,1,15,-2
COc1ccc(C2N(c3cc(Cl)ccc3OC)C(=O)C3CCCN32)cc1 (configuration not stated),104,0,104,-5,0.2,-0.9,14,0.95,-4,-3
CCN1CC=C2C(C#N)=C(N)C(C#N)(C#N)[C@H](c3cccc(OC)c3OC)[C@H]2C1,90,15,98,9,-0.1,1.2,-22,2,3,-1
COc1cccc(-n2c(Cc3cc(=O)[nH]c(=O)[nH]3)nnc2SCC(=O)N2CCCCCC2)c1,122,-22,98,10,-0.1,-1.9,0,1,2,3
O=C(O)CCC(=O)Nc1ccccc1C(=O)N1CCN(c2ccc(Cl)cc2)CC1,101,4,103,-4,-0.4,0.6,1,1.1,-4,-11
CCCCN(CCCC)CC1OCc2ccccc2CO1,97,14,100,13,-0.1,1.1,-5,2,0,4
O=C(/C=C/c1cccs1)c1cc(Cl)ccc1OC(=O)N1CCOCC1,108,-2,96,16,-0.2,0.9,-17,0.8,4,-3
C=CCNCCCOc1ccc(Cl)cc1Br,100,-1,99,25,-0.2,-0.3,5,2.1,1,0

# Single records, as listed above. Order of screens: STAT3 activator	STAT3 inh	STAT1 activator	APP 5'UTR act	Hsp70 activator	DTT redox prof	TLR4-MyD88 BLA	NF-kB neuron act	STAT1 inh	Efa HMGR inh
# Results for Clc1ccc(Cn2ncc3c(N4CCCC4)ncnc32)cc1 → 85	20	96	15	0.1	-0.5	-8	0.6	3	-4
# Results for C[C@@H]1NC(=O)c2cc([N+](=O)[O-])cc(F)c2NCCC[C@@H](C(N)=O)NC(=O)[C@H](CC(N)=O)NC1=O → 98	0	104	5	-0.2	0.6	-9	1.1	-4	-5
# Results for O=C(/C=C/c1ccc(F)cc1)NC(=S)Nc1ccccc1C(=O)NC1CCCCC1 → 98	4	97	-4	-0.2	-4.4	-1	2.4	3	5
# Results for O=C(Cc1coc(-c2ccc(F)cc2)n1)N1CCOCC1 → 99	5	93	-7	-0.3	-0.7	-9	1	6	-3
# Results for Cn1c2ccccc2c2c(C(=O)NCCCN3CCCC3=O)cn(C3CCCCC3)c(=O)c21 → 101	-1	91	-2	-0.3	0.6	2	1	8	-2

# This is a random part of the collection. About 5.6% of those tested had a hit in this group.
